Compound activity deposited in PubChem BioAssay by several laboratories.
Vif inh: inhibitors of HIV Vif. HEK293T cells, Vif self-association by quenched fluorescence, imaging, 24 h. inhibition, % at 7.49 µM. 340,000 compounds, 0.35% hits. AID 602346; in the data active means inhibition above about 50%, passing the limit was not always enough; inconclusive means no clear call, values can overlap the other calls; inactive means below about 31%; further: some results filed as inactive read as strong as hits
NCOA1 inh: human NCOA1 inhibition | AID 588354 | 360,000 compounds, 0.12% hits | inhibition, % at 3.6 µM | HEK293 GAL4-SRC1 luciferase reporter, luminescence | Q15788;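 active means inhibition above the campaign mean plus 3 SD, with each screening campaign given its own cutoff, cut at about 60% in these data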;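 further: 0% = DMSO treated cells and 100% = gossypol at 36 µM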
NOD2 RIPK2 PPI: blocks binding of human NOD2 to RIPK2; O43353; CHO BLA complementation NOD2-RIPK2, CCF4 ratio; inhibition, % at 4.98 µM; 360,000 compounds, 0.38% hits; in the data active means inhibition above about 21%;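 further: 0% = vehicle only and 100% = reference blocker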
EBV LMP1 NFkB: Epstein-Barr LMP1 NF-kappaB reporter inhibition. LMP1-induced NF-kappaB luciferase reporter cells, luminescence. inhibition, % at 12.5 µM. 350,000 compounds, 0.69% hits; in the data active means inhibition above about 41%; inconclusive means no clear call, values can overlap the other calls;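 further: 0% = neutral control wells and 100% = reference inhibitor control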
TRAIL sens C8: sensitizes caspase-8 expressing cells to TRAIL. inhibition (viability loss, TRAIL sensitization), % at 10 µM. NB7+C8 cells + TRAIL, ATPlite viability luminescence. 360,000 compounds, 1% hits;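 active means compounds causing at least 50% loss of cell viability in the single-dose screen, relative to plate controls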
NCOA3 inh: inhibitors of human steroid receptor coactivator 3 (SRC3). Q9Y6Q9. HEK293 GAL4-SRC3 luciferase reporter, luminescence. 360,000 compounds, 0.17% hits. inhibition, % at 3.6 µM;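 active means inhibition above a per-campaign cutoff, the mean of all compounds plus 3 SD, cut at about 60% in these data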;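 further: 0% = DMSO-treated cells and 100% = gossypol-treated cells at 36 µM; higher means less SRC3-driven luciferase light from the GAL4 reporter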
TROY signal inh: inhibitors of TROY-dependent NF-kB signaling; Q293 LMP1-TROYcd NF-kB luciferase reporter, 4 h; inhibition, % at 10 µM; 360,000 compounds, 0.98% hits; AID 1347056;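 active means compounds whose plate-normalised and pattern-corrected inhibition of the luciferase reporter signal at the single screening dose is 50% or more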
NCOA2 inhibitor: human SRC2 (NCOA2) inhibition | Q15596 | inhibition, % at 9 µM | HEK293 GAL4-SRC2 luciferase reporter, luminescence | 370,000 compounds, 0.17% hits;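 active means inhibition above the mean inhibition of all tested compounds plus 3 SD, set per campaign, cut at about 52% in these data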;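 further: 0% = DMSO treated cells and 100% = cells given Gossypol at 36 µM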
Target sequence (Q15596 whole entry, looked up, the tested form may be a part): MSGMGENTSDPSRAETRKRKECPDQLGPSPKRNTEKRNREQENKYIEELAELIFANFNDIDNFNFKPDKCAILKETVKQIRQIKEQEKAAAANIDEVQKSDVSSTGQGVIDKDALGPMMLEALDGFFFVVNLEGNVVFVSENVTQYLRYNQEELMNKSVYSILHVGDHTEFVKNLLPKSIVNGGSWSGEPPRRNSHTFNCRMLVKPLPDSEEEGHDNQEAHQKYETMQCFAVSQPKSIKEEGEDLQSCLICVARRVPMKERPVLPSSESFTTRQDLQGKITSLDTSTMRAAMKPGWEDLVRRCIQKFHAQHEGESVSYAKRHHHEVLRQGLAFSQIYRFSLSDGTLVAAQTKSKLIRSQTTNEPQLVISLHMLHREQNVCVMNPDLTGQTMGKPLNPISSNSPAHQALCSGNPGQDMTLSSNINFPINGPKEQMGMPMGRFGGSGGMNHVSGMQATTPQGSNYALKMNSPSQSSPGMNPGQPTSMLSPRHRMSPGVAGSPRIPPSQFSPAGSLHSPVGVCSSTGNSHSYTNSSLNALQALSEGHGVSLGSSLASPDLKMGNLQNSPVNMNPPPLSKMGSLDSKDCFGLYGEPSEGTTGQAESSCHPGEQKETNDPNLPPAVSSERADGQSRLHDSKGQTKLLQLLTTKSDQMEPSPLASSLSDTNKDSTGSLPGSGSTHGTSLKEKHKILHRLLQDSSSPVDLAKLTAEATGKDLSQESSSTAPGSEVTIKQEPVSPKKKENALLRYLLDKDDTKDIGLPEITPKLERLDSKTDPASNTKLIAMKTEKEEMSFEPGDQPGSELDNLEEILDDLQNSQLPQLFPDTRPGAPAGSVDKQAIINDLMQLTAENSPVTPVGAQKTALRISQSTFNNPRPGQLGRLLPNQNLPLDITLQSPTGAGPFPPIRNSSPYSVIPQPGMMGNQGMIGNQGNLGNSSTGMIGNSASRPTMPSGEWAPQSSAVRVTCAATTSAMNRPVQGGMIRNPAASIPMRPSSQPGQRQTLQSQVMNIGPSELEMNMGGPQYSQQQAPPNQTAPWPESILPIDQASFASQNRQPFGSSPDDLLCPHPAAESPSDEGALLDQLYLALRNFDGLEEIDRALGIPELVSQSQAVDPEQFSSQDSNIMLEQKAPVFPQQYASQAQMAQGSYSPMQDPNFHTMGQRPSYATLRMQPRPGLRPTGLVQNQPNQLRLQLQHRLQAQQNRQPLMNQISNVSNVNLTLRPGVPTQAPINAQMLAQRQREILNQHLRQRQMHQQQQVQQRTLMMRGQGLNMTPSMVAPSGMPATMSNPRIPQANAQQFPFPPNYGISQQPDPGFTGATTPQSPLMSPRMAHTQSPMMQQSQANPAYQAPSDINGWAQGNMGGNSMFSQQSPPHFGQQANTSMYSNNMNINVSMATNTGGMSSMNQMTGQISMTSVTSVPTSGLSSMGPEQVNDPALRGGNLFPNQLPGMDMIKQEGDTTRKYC
TLR9-MyD88 block: inhibitors of human TLR9-MyD88 binding | inhibition, % at 4.98 µM | CHO BLA complementation TLR9-MyD88, CCF4 FRET ratio | 340,000 compounds, 0.21% hits;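 active means inhibition above the mean over all tested compounds plus 3 SD, cut at about 21% in these data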;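 further: 0% = DMSO only wells and 100% = clavulanate BLA inhibitor control wells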
LRH-1 inv ag: NR5A2 inverse agonism in reporter assay; 360,000 compounds, 0.13% hits; inhibition, % at 3.6 µM; HEK293T StAR-luciferase reporter, LRH-1 transfected, 24 h;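 active means inhibition above the mean inhibition of all tested compounds plus 3 SD, cut at about 73% in these data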;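 further: 0% = DMSO wells and 100% = reporter-only cells lacking LRH-1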
COUP-TFII inh: blocks human COUP-TFII nuclear receptor. 370,000 compounds, 0.7% hits. HEK293T NGFI-A luciferase reporter, luminescence. P24468. inhibition, % at 8.6 µM;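 active means inhibition above a per-plate cutoff, mean inhibition of test wells between control levels plus 3 SD, cut at about 38% in these data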;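 further: cells cotransfected with COUP-TFII expression vector driving the NGFI-A reporter; 0% = median of COUP-TF2 test wells and 100% = reporter-only cells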
Starred values were filed as active, the others as inactive; ? = inconclusive; nt = no result given. Only part of the results is shown (hit frequency here may not be typical).

item	mol	Vif inh	NCOA1 inh	NOD2 RIPK2 PPI	EBV LMP1 NFkB	TRAIL sens C8	NCOA3 inh	TROY signal inh	NCOA2 inhibitor	TLR9-MyD88 block	LRH-1 inv ag	COUP-TFII inh
1	CC(C)(C)OC(=O)N1CCc2onc(-c3ccc([N+](=O)[O-])cc3)c2C1=O	nt	0	-11	-13	-12	-27	-11	-6	5	30	1
2	COc1ccc(C2N=C(N)N=C(N)N2c2ccc(C)cc2)cc1 (centres undefined)	nt	-1	-15	3	-10	0	5	-10	5	1	-12
3	Cc1ccc(C(=O)OCC(=O)Nc2cc(F)ccc2F)cc1NC(=O)c1ccco1	1	1	12	-1	-3	-1	11	3	-3	0	4
4	CCOC(=O)c1c(C)n(CC)c2c1cc(O)c1ccccc12	-5	6	-8	1	-18	12	-6	-3	11	22	-1
5	COC(CC(=O)NNC(=S)Nc1ccc(Cl)cc1)OC	12	1	-4	8	-5	11	6	-24	3	-27	8
6	COc1ccc(CNC(=O)CN(Cc2ccc(C)cc2)C(=O)c2csnn2)cc1	4	2	1	-10	-3	-8	-1	-27	-15	6	2
7	COc1ccccc1CCn1c(N)cc(=O)[nH]c1=O	-20	15	0	-3	-1	19	-13	-36	3	9	-9
8	CCOc1ccc(NS(=O)(=O)c2ccc(-c3coc(C)n3)cc2)cc1	8	-63	-3	-2	2	3	0	-14	8	-10	0
9	CCN(CC)S(=O)(=O)c1ccc(N/N=C/c2ccc(O)cc2)nc1	6	-2	40*	8	-6	8	4	0	-8	8	1
10	O=C(c1ccoc1)N1CCN(c2cc(-c3ccco3)nc3cc(-c4ccccc4)nn23)CC1	-34	16	7	16	27	17	1	-13	-14	50	15
11	CCOc1ccccc1N1C(=O)c2cccnc2C1=O	21	-15	-3	-6	-6	12	4	4	-2	-6	4
12	NC(=O)C1CCN(c2nc(-c3cccs3)cs2)CC1	0	-104	-3	-1	-1	-42	-35	nt	3	-69	nt
13	C=CCSc1nc(C)c2cc(C)cc(C)c2n1	1	-3	-12	-7	-4	7	-15	-25	2	-9	11
14	O=C(CCS(=O)(=O)c1ccccc1)Nc1ccccn1	34	-1	-6	3	6	-2	1	-11	-1	-15	1
15	Cc1cccc(N2CC(C(=O)Nc3nnc(SCCN4CCOCC4)s3)CC2=O)c1 (centres undefined)	-4	-8	-5	7	-4	-7	-13	0	9	10	5
16	COc1ccc(CNC(=O)CCCC2=NS(=O)(=O)c3ccccc3N2)cc1	18	0	-12	2	3	-9	12	2	-5	9	-21
17	O=C(N[C@@H](Cc1ccccc1)C(=O)N1CCN(S(=O)(=O)c2ccccc2F)CC1)c1ccco1	22	-9	6	-10	-4	-5	-12	7	-12	-2	8
18	c1ccc(-n2ncc(-c3nn[nH]n3)n2)cc1	10	6	2	8	9	-3	14	-17	-4	12	1
19	Cn1c(=O)n(C)c(=O)n(CC(=O)N2CCCCC2)c1=O	2	-10	-7	-1	-9	14	3	-25	2	-46	-5
20	O=C(COc1ccc2ccccc2c1)Nc1nccs1	-2	-71	-5	2	57*	-61	-28	-31	9	-131	-9
21	CC(C)Cc1nnc(NC(=O)CCC(=O)N2CCN(Cc3ccc(Cl)cc3)CC2)s1	-10	1	1	21	3	-5	7	22	-6	2	2
22	CCOc1c(N2CCCCC2)c(=O)c1=O	3	-2	3	-16	7	-5	8	-12	-12	6	3
23	O=C(NCC1CCCO1)c1nn2c(c1Cl)NC(c1ccc(F)cc1)CC2C(F)(F)F (centres undefined)	-6	-2	7	-6	-5	1	-15	-2	3	-12	17
24	O=c1cc(O)c2ccccc2n1Cc1ccccc1F	-5	-1	-3	0	2	17	13	-31	-10	7	1
25	COc1ccc(-c2noc(CCC(=O)NCCc3cccc(C)c3)n2)cc1	-3	-4	-1	-2	1	-10	9	2	-3	-1	-12
26	COc1ccccc1Cc1c(-c2ccc(OC)c(OC)c2)nc2ccc(Br)cn12	nt	-10	8	nt	9	0	7	-35	nt	-12	3
27	O=C(Cn1nc(C(F)F)cc1C(F)F)NNC(=S)Nc1ccc(Cl)cc1	0	-3	1	-1	-1	-14	4	3	-4	16	21
28	Cc1ccc(NC(=O)c2cccc(S(=O)(=O)N3CCN(c4ccc(F)cc4)CC3)c2)nc1	-4	10	-5	13	10	13	20	11	4	13	27
29	CN(C(=O)CC(NC(=O)c1ccccc1)(c1ccccc1)c1ccccc1)c1ccccc1	-6	-52	-2	-2	16	26	9	12	-4	3	5
30	CC(C)(C)c1cc(CN(CCO)CCO)c(O)c(C(C)(C)C)c1	8	10	-16	6	-13	8	3	-8	-5	3	-33

Ordered by SMILES length (high to low): some entries from above.
item	mol	Vif inh	NCOA1 inh	NOD2 RIPK2 PPI	EBV LMP1 NFkB	TRAIL sens C8	NCOA3 inh	TROY signal inh	NCOA2 inhibitor	TLR9-MyD88 block	LRH-1 inv ag	COUP-TFII inh
27	O=C(Cn1nc(C(F)F)cc1C(F)F)NNC(=S)Nc1ccc(Cl)cc1	0	-3	1	-1	-1	-14	4	3	-4	16	21
30	CC(C)(C)c1cc(CN(CCO)CCO)c(O)c(C(C)(C)C)c1	8	10	-16	6	-13	8	3	-8	-5	3	-33
2	COc1ccc(C2N=C(N)N=C(N)N2c2ccc(C)cc2)cc1 (centres undefined)	nt	-1	-15	3	-10	0	5	-10	5	1	-12
19	Cn1c(=O)n(C)c(=O)n(CC(=O)N2CCCCC2)c1=O	2	-10	-7	-1	-9	14	3	-25	2	-46	-5
4	CCOC(=O)c1c(C)n(CC)c2c1cc(O)c1ccccc12	-5	6	-8	1	-18	12	-6	-3	11	22	-1

Following part:
item	mol	Vif inh	NCOA1 inh	NOD2 RIPK2 PPI	EBV LMP1 NFkB	TRAIL sens C8	NCOA3 inh	TROY signal inh	NCOA2 inhibitor	TLR9-MyD88 block	LRH-1 inv ag	COUP-TFII inh
31	COC(=O)C1=C(C(=O)OC)SC(=C2C(=S)C(C)(C)N(C(=O)CC(C)C)c3ccccc32)S1	-1	15	-1	13	10	24	16	-27	-3	-3	1
32	CCSc1nc(N2CCOCC2)c2ccccc2n1	-7	-16	3	3	-6	4	11	-2	0	13	-15
33	CCOc1ccccc1N(C(=O)c1ccco1)C(C(=O)NC1CCCC1)c1cccnc1 (centres undefined)	19	0	-1	4	11	-2	nt	-11	4	14	-17
34	Cc1noc(C)c1S(=O)(=O)Nc1ccc2c(c1)C(=O)N([C@H](C)CO)C[C@H](C)[C@@H](CN(C)C(=O)Nc1ccccc1)O2	23	-16	4	1	15	-10	0	-11	6	12	0
35	CS(=O)(=O)N(CC(N)=O)Cc1ccc(Cl)cc1	?	6	-5	3	-5	16	-3	-9	0	21	-7
36	COc1cc(/C=c2/sc3nc(-c4ccccc4)c(-c4ccccc4)n3c2=O)cc(OC)c1OC	-3	-12	-2	12	-1	-9	-5	-2	5	-13	1
37	CCOC(=O)c1cc(-c2csc(Nc3ccccc3Cl)n2)on1	-5	-51	11	-1	12	5	-6	-27	-2	-4	13
38	CC(C)C(c1nnnn1C1CCCC1)N1CCc2ccccc21 (centres undefined)	-1	-7	4	5	-3	13	4	18	10	3	15
39	Cc1ccc(NC(=O)C(C)SCC(=O)Nc2ccc(F)cc2)cc1S(=O)(=O)N1CCOCC1 (centres undefined)	10	7	-5	3	-1	-5	-13	-20	-4	7	4
40	COc1ccc(CNC(=S)Nc2ccc(S(N)(=O)=O)cc2)cc1	-1	10	-4	2	-3	7	1	11	-3	10	10
41	CC(=O)N1CCc2cc(S(=O)(=O)NCCC(=O)NC3CCN(Cc4ccccc4)CC3)ccc21	4	11	0	-14	-3	3	17	14	5	5	10
42	CC(=O)c1cccc(NC(=O)c2ccccc2-c2ccccc2C(=O)O)c1	3	-15	0	-5	-8	-15	5	-5	-6	-30	-12
43	CC(C)CCN1CCN(Cc2cccc3cccnc23)CC1CCO (centres undefined)	32	-3	-8	-11	7	-6	7	-9	8	-14	17
44	O=C(O)CCCNCc1ccccc1F	nt	17	-6	-11	-4	10	11	20	-6	-17	-16
45	CCOc1ccc(C(C)=O)cc1N1C(=O)C2C(C1=O)C1C=CC2C12CC2 (centres undefined)	6	-4	-9	-8	-14	2	-4	12	-2	10	-6
46	CCCNC(=O)CCn1cc(-c2ccc(OC)cc2)nc1CCN	0	4	-9	-3	-10	-31	-4	-8	-12	18	7
47	COc1ccc(C2OC(=O)CC2C(=O)N2CCN(c3cc(Cl)ccc3C)CC2)cc1OC (centres undefined)	2	-8	-5	4	6	-6	-4	2	-9	18	20
48	CCc1ccc(-c2cc(C)no2)cc1S(=O)(=O)NCCN1CCC(C)CC1	1	-18	-2	-3	-5	-7	-13	-30	2	-3	-15
